# Bioassay records (PubChem)
# SF-1 act = activators of human SF-1, primary screen, cell-based, CHO-K1, Gal4-SF-1 LBD, luciferase luminescence | Steroidogenic factor 1 (Homo sapiens), Q13285 | CHO-K1 Gal4-SF-1 LBD luciferase reporter; % increase over DMSO SF-1-specific signal | activation, % at 10 µM | hit rate 1.9% among 65,000 | AID 522, 2006;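 active = activation above the mean activation of all tested compounds plus 3 SD, cut at about 50% in these data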
#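 Test system: CHO-K1 cells co-transfected with Gal4 DBD–human SF-1 LBD, 5xGal4 luciferase reporter. Quantity: 4,000 cells per well. Compound: 10 µM only. Incubation: compound added 1 h post-seeding, 20 h exposure at 37 °C, 5% CO2. Detection: SteadyLite luciferase luminescence. Replication: one test per compound.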
# 5HT1E antag = 5-HT1E receptor antagonists, primary screen, cell-based, HTS. 5-hydroxytryptamine receptor 1E (Homo sapiens), P28566. CHO 5-HT1E Ga15 NFAT-bla reporter, FRET, antagonist. inhibition, % at 6 µM. hit rate 0.99% among 65,000. AID 571, 2007;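 active = inhibition above a set limit, the mean inhibition across every tested compound plus 3 SD, cut at about 29% in these data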;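 also: signal is the 460 over 535 nm emission ratio of beta-lactamase substrate; 0% = agonist plus DMSO wells and 100% = wells without agonist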
# Target sequence (P28566 whole entry, looked up): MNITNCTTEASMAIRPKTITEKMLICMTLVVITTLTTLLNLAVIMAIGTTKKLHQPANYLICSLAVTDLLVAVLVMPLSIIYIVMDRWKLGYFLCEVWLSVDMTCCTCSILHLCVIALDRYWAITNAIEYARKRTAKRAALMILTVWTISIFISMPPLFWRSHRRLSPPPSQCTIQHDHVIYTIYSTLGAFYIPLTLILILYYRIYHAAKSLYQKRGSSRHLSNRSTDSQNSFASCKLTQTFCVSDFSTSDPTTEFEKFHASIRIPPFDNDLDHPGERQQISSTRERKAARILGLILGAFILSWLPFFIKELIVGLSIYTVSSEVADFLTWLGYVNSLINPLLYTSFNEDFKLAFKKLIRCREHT
# AP ELISA ortho = alternative complement pathway inhibitors, primary screen, biochemical, ELISA, human serum, orthogonally pooled compounds; inhibition, % at 5 µM; hit rate 0.08% among 62,000; LPS-coated ELISA, C3 deposition; tested in compound mixtures;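 active = inhibition above 30% in each of the two pooled mixtures holding the compound, so the lower value exceeds 30%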;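 also: 0% = serum in Mg-EGTA without compound and 100% = EDTA serum blank; some compounds past the cut are filed as inactive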
#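 Medium: diluted human serum in Mg2+-EGTA GVB++. Assay system: human serum complement alternative pathway, C3 deposition onto LPS. Also added: Plate-bound LPS. Technique: Anti-C3 ELISA, OD 450 nm. Measure: percent inhibition. Incubation: 1 h at 37 °C. Dosing: 5 µM each compound, pools of ten, 50 µM per pool.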
# 5HT1E ag = 5-HT1E receptor agonists, primary screen, cell-based, HTS. 5-hydroxytryptamine receptor 1E (Homo sapiens), P28566. CHO 5-HT1E Ga15 NFAT-bla reporter, FRET; 0% DMSO wells, 100% control agonist wells. activation, % at 6 µM. hit rate 0.69% among 65,000. AID 574, 2007;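 active = activation above a set limit, the screen-wide mean activation plus 3 SD, cut at about 8.5% in these data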;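 also: 100% = positive control agonist at 1 µM giving full maximal response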
# Ecoli tolC = growth inhibitors of E. coli tolC mutant, primary screen, strain BW25113 ΔtolC::kan, 384-well; AID 573, 2007; OD615; hit rate 2.2% among 65,000; growth inhibition, % at 10 µM (by protocol);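 active = growth inhibition at or above a cutoff equal to the mean over every tested compound plus 3 SD, cut at about 60% in these data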;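 also: growth measured after 20 h incubation at 37 °C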
#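 System: E. coli ΔtolC::kan strain BW25113; Buffer or medium: LB broth supplemented with 50 µg/mL kanamycin; Compound: 10 µM final, single dose; Incubation: bacterial growth with compound for 20 h at 37 °C; Signal: A615 absorbance measurement; Evaluation: growth inhibition in percent.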
# 5HT1a antag = human 5-HT1a receptor antagonists, primary screen, cell-based, CHO, Ga15 NFAT-bla reporter; hit rate 0.68% among 62,000; CHO 5-HT1a Ga15 NFAT-bla reporter, antagonist mode; inhibition, % at 10 µM; 5-hydroxytryptamine receptor 1A (Homo sapiens), P08908; AID 612, 2007;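 active = inhibition above the mean of all tested compounds plus 3 SD, cut at about 43% in these data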;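 also: receptor stimulated by 5-CT agonist at 100 nM near EC80; beta-lactamase reporter measured by ratiometric fluorescence of a cleavable substrate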
# RORa activator = activators of orphan receptor RORA, primary screen, cell-based, luminescence; CHO-K1 Gal4-RORA LBD luciferase reporter; percent increase over mock-subtracted basal signal; activation, % at 10 µM; hit rate 1.5% among 65,000; AID 560, 2006;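 active = activation above the mean of all tested compounds plus 3 SD, cut at about 49% in these data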;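 also: 0% = DMSO-treated RORA cells and 100% = added signal equal to DMSO minus mock-transfected cells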
# S1P1 ag-PAM = S1P1 agonists and agonism potentiators, primary screen, cell-based, primary and confirmation screens, CRE-bla reporter; activation, % at 9.5 µM; S1P1 CRE-bla cells, forskolin, beta-lactamase FRET, potentiator mode; S1P1 agonist co-added at EC20, 2 nM; 100% = saturating reference agonist, 0% = basal; AID 449, 2006; hit rate 0.57% among 56,000; Sphingosine 1-phosphate receptor 1 (Homo sapiens), P21453;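 active = activation above a cutoff set at the mean activation of all tested compounds plus 3 SD, cut at about 54% in these data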;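 also: forskolin at 4 µM as EC80 and the EC20 agonist is SEW2871; 100% = SEW2871 at its EC100 plus forskolin at EC80; some compounds past the cut are filed as inactive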
# Target sequence (P21453 whole entry, looked up): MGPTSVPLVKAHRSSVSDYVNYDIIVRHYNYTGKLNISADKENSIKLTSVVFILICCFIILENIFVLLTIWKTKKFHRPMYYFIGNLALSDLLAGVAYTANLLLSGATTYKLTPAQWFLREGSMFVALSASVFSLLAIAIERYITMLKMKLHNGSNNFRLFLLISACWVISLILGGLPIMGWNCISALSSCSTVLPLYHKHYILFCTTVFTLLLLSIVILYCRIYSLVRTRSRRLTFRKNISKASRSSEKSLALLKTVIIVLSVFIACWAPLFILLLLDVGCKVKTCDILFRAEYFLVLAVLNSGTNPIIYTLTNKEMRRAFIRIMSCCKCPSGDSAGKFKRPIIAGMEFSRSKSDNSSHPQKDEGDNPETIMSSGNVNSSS
# S1P3 ag = human S1P3 receptor agonists, primary screen, cell-based, primary and confirmation, NFAT-BLA reporter. S1P3 NFAT-BLA reporter cells, agonism, FRET ratio; relative to 1 µM S1P, basal subtracted. activation, % at 4.5 µM. hit rate 0.1% among 60,000. AID 373, 2006;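 active = activation above the screen-wide mean plus 3 SD, cut at about 4.5% in these data, passing the limit was not always enough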; also: some compounds called inactive have numbers as strong as hits
#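 Assay system: CHO cells stably expressing human S1P3, Gα16 and NFAT-β-lactamase reporter. Timing: overnight plating, 4 h compound 37 °C, 2 h substrate RT. Signal: β-lactamase FRET emission ratio 460/535 nm. Measure: percent activation versus median 1 µM S1P response, basal-subtracted, per plate. Repeats: primary screen single test, confirmation screen in triplicate.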
# The depositor's hits bear a star; . = not tested or not shown.
# Start of the data: the first 5 entries, ahead of the listing:
SMILES,SF-1 act,5HT1E antag,AP ELISA ortho,5HT1E ag,Ecoli tolC,5HT1a antag,RORa activator,S1P1 ag-PAM,S1P3 ag
Cc1nnc(N2CCCCC2)c2ccccc12,-13,-12,.,0.7,6,.,-2,6,-8.6
O=C(Nc1ccccc1)N1CCCC(c2nc(-c3cccs3)no2)C1 (centres undefined),26,-5,-2,-0.8,18,-6,9,16,-0.5
CS(=O)(=O)c1ccc2nc(NC(=O)Cc3ccccc3)sc2c1,14,-3,16,0.2,-1,4,-14,-8,-1.0
CCOc1ccccc1C(=O)N(Cc1ccco1)C1CCS(=O)(=O)C1 (centres undefined),-12,-16,-9,2.0,-17,-8,-5,0,0.2
O=C(Nn1cc(C(=O)N2CCN(c3ccccc3F)CC2)c2ccccc2c1=O)c1cnccn1,-11,3,11,0.2,19,0,-1,.,.

# This part in full (from the top)
SMILES,SF-1 act,5HT1E antag,AP ELISA ortho,5HT1E ag,Ecoli tolC,5HT1a antag,RORa activator,S1P1 ag-PAM,S1P3 ag
Cc1nnc(N2CCCCC2)c2ccccc12,-13,-12,.,0.7,6,.,-2,6,-8.6
O=C(Nc1ccccc1)N1CCCC(c2nc(-c3cccs3)no2)C1 (centres undefined),26,-5,-2,-0.8,18,-6,9,16,-0.5
CS(=O)(=O)c1ccc2nc(NC(=O)Cc3ccccc3)sc2c1,14,-3,16,0.2,-1,4,-14,-8,-1.0
CCOc1ccccc1C(=O)N(Cc1ccco1)C1CCS(=O)(=O)C1 (centres undefined),-12,-16,-9,2.0,-17,-8,-5,0,0.2
O=C(Nn1cc(C(=O)N2CCN(c3ccccc3F)CC2)c2ccccc2c1=O)c1cnccn1,-11,3,11,0.2,19,0,-1,.,.
CCOC(=O)C1CCN(C(=O)c2cccc(NC(=O)C(CC)CC)c2)CC1,14,22,-11,-0.3,-5,13,13,-27,0.6
Cn1c(=O)c2c(nc(NCCc3ccccc3)n2Cc2ccc(F)cc2)n(C)c1=O,6,0,12,1.5,11,-4,2,-6,-0.5
N#Cc1c(-c2ccco2)nc(SCC(=O)Nc2cccc(Cl)c2)[nH]c1=O,-22,2,0,-0.5,12,3,-7,-4,0.3
COc1ccc(OC)c(-c2cc(C(=O)N3CCN(c4ncccn4)CC3)c3ccccc3n2)c1,6,14,9,-0.5,8,-2,9,-51,-0.3
CCCCNC(=O)CSc1nc2ccc(N3CCOCC3)cc2c(=O)n1CCc1ccccc1,11,-3,3,0.0,2,-9,24,.,.
Cc1c(C(=O)NCCCN2CCCC2=O)oc2ccc(S(=O)(=O)N3CCOCC3)cc12,-16,-2,21,0.3,-1,0,2,.,.
COCCNC(=O)c1ccccc1NC(=O)CN(c1ccc2c(c1)OCO2)S(C)(=O)=O,1,-6,11,-0.5,5,-4,-16,-18,-0.9
Cc1noc(/C=C/N(C)C)c1S(=O)(=O)N1CCN(c2ccccc2)CC1,-6,-8,17,0.9,2,12,-6,56,-0.2
O=C(OCC(=O)N1CCN(C(=O)COC(=O)c2ccncc2)CC1)c1ccncc1,3,-3,19,0.1,-9,0,-13,7,1.1
CC(c1nnc(Sc2nnnn2-c2ccccc2)n1-c1ccc(F)cc1)N(C)C (centres undefined),0,-19,3,-0.2,-15,-17,-5,-5,-0.1
Cc1occc1C(=O)Nc1ccc(S(=O)(=O)N2CCCC2)cc1,21,1,19,-0.2,8,-5,10,-1,-0.5
O=C1CC(N2CCN(c3nc4ccccc4s3)CC2)C(=O)N1c1ccc(F)cc1 (centres undefined),-7,-8,4,0.3,-7,-8,-10,-20,0.0
CCCc1cc(C(=O)Nc2cc(C)nn2-c2ccccc2)no1,-7,0,19,-1.6,0,4,-27,14,-0.9
O=C(Nc1ccncc1)c1ccccc1F,4,-1,7,0.6,-5,0,-19,8,-0.4
CCn1c(C(=O)NCc2ccccn2)cc2sccc21,0,-2,12,0.2,-7,-2,-6,-3,-1.0
CCOC(=O)CNC(=O)Nc1cccc(Cl)c1C,-16,-3,7,-1.0,-13,-2,-10,5,-0.7
Cc1ccc(S(=O)(=O)Nc2c(C)n(C)n(-c3ccccc3)c2=O)cc1C(=O)NCc1ccccn1,-4,-3,4,-0.6,-9,7,-19,-5,0.2
COCCn1c(CN2CCN(c3ccc(F)cc3)CC2)nc2c1c(=O)n(C)c(=O)n2C,-3,-3,18,-0.1,3,-6,-20,11,-1.3
CCC(=O)n1nc(-c2ccccc2)nc1NCc1ccccc1,-2,-5,-2,0.2,16,33,9,.,-0.3
O=c1c2c3nc4ccccc4nc3n(Cc3ccccc3)c2ncn1Cc1ccco1,18,9,19,-0.8,29,20,-11,7,-1.2
SMILES,SF-1 act,5HT1E antag,AP ELISA ortho,5HT1E ag,Ecoli tolC,5HT1a antag,RORa activator,S1P1 ag-PAM,S1P3 ag
O=c1[nH]c2ccccc2n1C1=CCCC1,-4,5,-6,-0.1,7,-9,-22,-9,-0.8
Cn1nc(-c2ccc(C(=O)NCC3CCCO3)cc2)c2ccccc2c1=O (centres undefined),11,-15,3,-0.4,1,-3,-20,-18,0.2
CCOCc1nnc(NC(=O)CSCc2ccccc2)s1,-4,-2,11,2.4,-3,-13,-14,-15,-1.0
COCCCNC(=O)c1cc2c(s1)CS(=O)(=O)C2,0,-5,1,-0.3,4,-6,-8,.,.
COC(=O)c1c(NC(=O)CN2CCN(c3ccccc3)CC2)c2c(C)cccc2n1C,-6,8,20,0.3,17,0,6,0,-0.6
COCCCNC(=O)c1oc2ccc(S(=O)(=O)N(C)C3CCCCC3)cc2c1C,-2,-2,2,0.5,28,7,-10,.,.
CC(=O)Nc1ccc(S(=O)(=O)n2cnc(C)c2)cc1,-13,4,-1,0.1,-6,11,-15,5,-1.4
COCc1cc(C)nc2sc(C(=O)OC)c(N)c12,-3,1,23,0.3,6,-14,-10,-53,0.2
CCOC(=O)c1cccc(NC(=O)CCc2c(C)nc3ncnn3c2C)c1,4,-7,2,0.0,-7,-10,-2,-20,0.7
COc1ccc(N2C(=O)C3CCCN3C2c2cc(OC)c(OC)cc2OC)cc1 (centres undefined),-3,9,4,0.6,-15,9,-1,6,-0.1
CCN1C(=O)C(CC(=O)NC2CCCCC2)N(CC)C1=O (centres undefined),14,9,14,-0.9,-11,-7,-2,-6,0.5
CCc1nnc(NC(=O)C2CCC2)s1,-7,5,17,-0.3,-4,12,-12,.,-0.4
O=C(CCC1CCCCC1)Nc1c[nH]c(=O)[nH]c1=O,8,3,.,-0.5,-13,-13,7,.,.
Cc1nc2ccccc2c2oc(C(=O)N3CCC(N4CCCCC4)CC3)cc12,-5,0,9,-0.3,-6,14,13,-6,-0.5
Cc1c(C(=O)N2CCN(c3ccccc3)CC2)sc2ncnc(N3CCN(c4ccccc4)CC3)c12,-2,5,6,0.5,15,10,-18,1,-1.4
Cc1ccc(-c2nc(CS(=O)CC(=O)NCCCN3CC(C)CC(C)C3)c(C)o2)cc1 (centres undefined),-17,1,18,0.1,-3,-1,21,9,-1.0
O=C(O)CN=C(NS(=O)(=O)c1ccccc1)c1ccccc1,-2,-7,12,-0.3,-14,0,-5,-4,-0.7
COCC(=O)NCc1nc2ccccc2[nH]1,7,5,10,-0.7,-10,-13,-5,.,.
Cc1cc(NC(=O)CSc2nc(C(C)C)nc3sc4c(c23)CCCC4)no1,-8,-2,17,-0.5,-15,4,-31,-14,-0.8
O=C(CSc1nnc(CNC(=O)c2ccco2)o1)c1ccccc1,-17,-2,14,0.2,-16,-7,-20,.,.
CCSc1nsc(SCC)c1C(N)=O,-2,-1,5,0.0,-14,-6,-10,.,.
O=C(CSc1nnc2scc(-c3ccc(Cl)cc3)n12)NCc1ccc2c(c1)OCO2,-3,4,-1,0.3,8,13,10,.,-1.1
Cc1ccccc1C(=O)NC1CC(C)(C)NC(C)(C)C1,4,-10,4,-0.2,-9,1,-17,-16,1.7
CCOc1ccc(C(N)=O)cc1OC,2,-5,1,-0.8,.,-2,14,.,.
COc1cccc(-c2nc(CS(=O)CC(=O)NC3CC3)c(C)o2)c1 (centres undefined),-2,4,20,-0.9,-22,22,18,13,-1.7

# Full records, looked up by structure:
# Cc1cc(NC(=O)CSc2nc(C(C)C)nc3sc4c(c23)CCCC4)no1 is entered as SF-1 act: -8; 5HT1E antag: -2; AP ELISA ortho: 17; 5HT1E ag: -0.5; Ecoli tolC: -15; 5HT1a antag: 4; RORa activator: -31; S1P1 ag-PAM: -14; S1P3 ag: -0.8
# O=C(CSc1nnc(CNC(=O)c2ccco2)o1)c1ccccc1 is entered as SF-1 act: -17; 5HT1E antag: -2; AP ELISA ortho: 14; 5HT1E ag: 0.2; Ecoli tolC: -16; 5HT1a antag: -7; RORa activator: -20; S1P1 ag-PAM: .; S1P3 ag: .

# (listing goes on)
SMILES,SF-1 act,5HT1E antag,AP ELISA ortho,5HT1E ag,Ecoli tolC,5HT1a antag,RORa activator,S1P1 ag-PAM,S1P3 ag
N#Cc1ccc2ccn(CC(=O)NC3CCCCCC3)c2c1,6,6,-6,-2.3,13,24,-4,7,-0.9
Cc1cccn2c(=O)c3cc(C(=O)NCC4CCCO4)n(C)c3nc12 (centres undefined),-8,3,.,1.0,-16,-7,2,-15,-0.2
COc1ccc(-n2nc3ccccc3n2)cc1,33,12,12,-0.4,12,6,19,0,-0.7
COC(=O)c1cc(NC(=O)CC2NCCNC2=O)cc(C(=O)OC)c1 (centres undefined),-11,1,3,0.2,-14,10,-9,.,-0.7
COC(=O)c1ccc(N2CCN(C)CC2)c(NC(=O)COc2ccc(OC)cc2)c1,23,-14,9,0.8,-8,-11,6,-28,0.3
COc1ccc(OC)c(C(C)NC(=O)c2ccco2)c1 (centres undefined),14,8,18,-0.1,0,0,11,.,-0.4
O=C1CCCN1c1ccc(S(=O)(=O)N2CCN(c3ccccn3)CC2)cc1,-3,-7,17,0.7,18,-1,-4,.,0.0
